Compound activity from PubChem BioAssay.
Pol iota inh: DNA polymerase iota (human) inhibition | Q9UNA4 | Pol iota fluorescent replication assay, 10 min | Potency, µM (top dose mostly 115 µM), without a hit: top-dose activity, negative = inhibition, most hits filed as inhibitors | 390,000 tested, 1% active; note: potency is the fitted concentration of half-maximal effect
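Fluorescent replication assay read twice, at 0 min and 10 min after adding 50 nM (final) substrate. Enzyme (10 nM) and compounds were first incubated 15 min at room temperature; enzyme-free buffer wells were negative controls.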
POLB inh: inhibitors of human DNA polymerase beta; P06746; Pol beta primer extension/strand displacement, fluorescence kinetic; Potency, µM (doses to about 114 µM), for inactives: at the highest dose activity change, negative = inhibition, actives largely listed as inhibitors; 340,000 tested, 1.3% active; note: potency is the fitted concentration of half-maximal effect; % is set by controls: 0 for no effect and ±100 for the full control effect
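Reaction started by 50 nM substrate onto compound-treated Pol beta (10 nM, 15 min preincubation, room temperature); plates read at 0 min and 10 min. Normalized concentration-effect data fitted by four-parameter Hill equation.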
APE1 inh: APE1 (human) endonuclease inhibition; P27695; 350,000 tested, 0.35% active; AID 2517; Potency, µM (highest dose often 65.8 µM), for the others: top-dose activity change, negative = inhibition, hits mostly inhibitors; recombinant APE1, TAMRA/BHQ-2 abasic DNA cleavage fluorescence;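 note: potency is the fitted concentration of half-maximal effect; plate controls were vehicle for no effect and reference inhibitor for full effect; nearly all actives have a fitted effect of over 55% in size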
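Quantitative HTS: incision of a TAMRA/BHQ-2 double-stranded substrate bearing a tetrahydrofuran abasic site by 0.75 nM APE1 raises fluorescence. Substrate 50 nM final, added after 15 min compound preincubation at room temperature; progress as third-minus-first kinetic read difference.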
ERG-DNA inh: inhibitors of human ERG Ets domain-DNA interaction; 370,000 tested, 0.028% active; AID 624246; Potency, µM (highest dose often 76.9 µM), without a hit: at the highest dose FP activity, negative = inhibition, most hits filed as inhibitors; P11308; fluorescence polarization, His-ERG Ets domain / labelled DNA; active = well fitted inhibition curve with a large enough effect in the polarisation, with a control signal flat; inconclusive = small, poorly fitted or top-dose-only effect, or effect the other way, or a change in a side signal; inactive = no such curve, though single readings can be large or run the other way; the % refers to the polarisation;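 note: polarization taken with two DNA probes labelled with fluorescein and Texas red; potency is the fitted concentration of half-maximal effect; % of control where 0% means no effect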
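His-tagged ERG Ets domain (1 uM in the protein solution; 300mM KCl, 50mM Tris-HCl, 1mM EDTA, 1mM DTT, pH 7.5) received compound, then a probe mix of 5 nM fluorescein-DNA and 100nM Texas-615-DNA. Fluorescence polarization was read for both dyes.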
Anesthetic bind: candidate novel general anesthetic via apoferritin binding; apoferritin/1-aminoanthracene competitive binding, fluorescence; P02791; 350,000 tested, 0.074% active; Potency, µM (series often up to 77.5 µM), for the others: at the top dose activity change, negative = displacement, usual class: inhibitors; note: potency is the fitted concentration of half-maximal effect; % is set by controls: 0 for no effect and ±100 for the full control effect; nearly all actives have a fitted effect of over 20% in size
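Probe: 1-aminoanthracene (50% saturated, PBS). Protein: horse-spleen apoferritin, 10 uM. Incubation: 10 min, room temperature. Detection: 380 nm excitation, 535 nm emission. Analysis: normalized response, four-parameter Hill.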
ALOX12 inh: ALOX12 (human) lipoxygenase inhibition | P18054 | purified 12hLO, xylenol orange hydroperoxide absorbance | Potency, µM (top dose mostly 108 µM), inactives show top-dose activity change, negative = inhibition, most hits filed as inhibitors | 580,000 tested, 1.1% active; note: potency is the fitted concentration of half-maximal effect; % is set by controls: 0 for no effect and ±100 for the full control effect
Target sequence (P18054 whole entry, looked up): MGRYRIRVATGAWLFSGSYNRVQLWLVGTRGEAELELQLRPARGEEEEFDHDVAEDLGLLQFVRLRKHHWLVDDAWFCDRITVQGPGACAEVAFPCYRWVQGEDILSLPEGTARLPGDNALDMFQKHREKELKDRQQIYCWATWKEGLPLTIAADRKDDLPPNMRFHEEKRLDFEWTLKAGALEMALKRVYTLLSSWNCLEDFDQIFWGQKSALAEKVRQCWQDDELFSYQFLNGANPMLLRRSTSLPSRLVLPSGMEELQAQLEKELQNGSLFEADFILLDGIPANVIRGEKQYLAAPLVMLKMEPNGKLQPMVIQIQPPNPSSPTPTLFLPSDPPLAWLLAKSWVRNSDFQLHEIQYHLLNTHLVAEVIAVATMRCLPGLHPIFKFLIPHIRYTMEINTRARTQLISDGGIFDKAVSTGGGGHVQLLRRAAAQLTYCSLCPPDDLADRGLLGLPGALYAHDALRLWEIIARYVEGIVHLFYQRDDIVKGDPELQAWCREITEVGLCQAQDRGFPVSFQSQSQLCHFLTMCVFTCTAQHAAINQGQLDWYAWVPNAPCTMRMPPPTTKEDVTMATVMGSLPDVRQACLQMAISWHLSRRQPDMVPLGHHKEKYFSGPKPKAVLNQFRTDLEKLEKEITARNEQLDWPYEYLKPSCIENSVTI
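Purified human 12hLO (150 nM final) in 25 mM Hepes, 0.01% Triton X-100, pH 7.0 was preincubated 15 min at room temperature with compound. Then 40 uM arachidonic acid was added, 30 min. Hydroperoxide was read by Fe-XO absorbance ratio 573/405 nm.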
BLM helicase inh: inhibitors of human Bloom syndrome helicase BLM; 350,000 tested, 0.2% active; AID 2528; Potency, µM (top dose mostly 56.1 µM), for inactives: at the top dose activity change, negative = inhibition, usual class: inhibitors; recombinant BLM DNA unwinding, fluorescence dequenching;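 note: potency is the fitted concentration of half-maximal effect; plate controls were vehicle for no effect and no enzyme for full effect; nearly all actives have a fitted effect of over 35% in size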
Pol kappa inh: DNA polymerase kappa (human) inhibition. purified Pol kappa, fluorescent DNA synthesis assay, 10 min. Potency, µM (series often up to 107 µM), without a hit: at the top dose activity, negative = inhibition, actives largely listed as inhibitors. 400,000 tested, 0.53% active; note: potency is the fitted concentration of half-maximal effect; % is set by controls: 0 for no effect and ±100 for the full control effect
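10 nM Pol kappa preincubated 15 min at room temperature with compounds, then reaction started with substrate at 50 nM final. Fluorescence read kinetically at 0 and 10 min; buffer-only wells served as negative control.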
TRHR agonist: activates the human TRH receptor. AID 493084. P34981. activation, % at 2 µM. TRHR cells, calcium flux fluo-8, FDSS agonist mode. 360,000 tested, 0.18% active; in the data active = activation above about 30%; note: 0% is about no effect
Target sequence (P34981 whole entry, looked up): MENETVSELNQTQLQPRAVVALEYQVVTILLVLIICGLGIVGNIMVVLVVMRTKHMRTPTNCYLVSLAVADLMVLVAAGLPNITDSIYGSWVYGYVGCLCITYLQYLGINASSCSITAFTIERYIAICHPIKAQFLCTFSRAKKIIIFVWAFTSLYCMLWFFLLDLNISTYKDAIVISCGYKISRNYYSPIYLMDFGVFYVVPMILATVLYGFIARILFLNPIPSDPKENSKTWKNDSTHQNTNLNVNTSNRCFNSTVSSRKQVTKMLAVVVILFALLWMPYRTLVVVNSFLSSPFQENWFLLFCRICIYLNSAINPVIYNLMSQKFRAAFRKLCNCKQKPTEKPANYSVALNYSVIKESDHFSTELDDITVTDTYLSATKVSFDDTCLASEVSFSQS
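Read-out: compound-evoked intracellular calcium rise in TRHR cells, fluo-8 dye, kinetic FDSS fluorescence at 1 s/cycle following a 10-cycle baseline. Cells cultured overnight before dye loading (30 min–1.5 h, RT).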
Numbers without * were called inactive; & = joins results of further samples; ! = not active in a repeat; [ ] = another dose, or the depositor's remark. Unless noted, calls come from the whole dose curve; as a rule, active = well fitted curve in the direction sought with a large enough effect; inconclusive = small, poorly fitted or top-dose-only effect, or another doubt; inactive = no such curve, though single readings can be large; an effect the other way counts as inactive or inconclusive.

For Cn1c(=O)c2[nH]c(=S)n(Cc3ccccc3)c2n(C)c1=O the results were Pol iota inh 17%, ERG-DNA inh -1%, ALOX12 inh inconclusive and Pol kappa inh -3%.
For CC(C)CCNC(=O)Nc1ccc2c(c1)N(C)C(=O)c1ccccc1S2 the results were Pol iota inh 2%, POLB inh 3%, ERG-DNA inh -2%, Anesthetic bind -6%, ALOX12 inh -2%, BLM helicase inh 0%, Pol kappa inh 4% and TRHR agonist -0.8.
O=C(NCc1ccco1)C(=O)NCC1OCCN1S(=O)(=O)c1ccc(Cl)cc1 (stereo not drawn) was read as Pol iota inh -2%, POLB inh -9%, APE1 inh 4%, ERG-DNA inh -1%, Anesthetic bind 4%, ALOX12 inh 16%, BLM helicase inh 3%, Pol kappa inh 1% and TRHR agonist -0.8.
Screening Cc1[nH]n(-c2ccc([N+](=O)[O-])cc2)c(=O)c1C=NCCc1ccc(S(N)(=O)=O)cc1 returned Pol iota inh inconclusive, POLB inh 6%, APE1 inh -3%, ERG-DNA inh -3%, Anesthetic bind -5%, ALOX12 inh -23%, BLM helicase inh -21%, Pol kappa inh -11% and TRHR agonist 0.4.
`COc1ccccc1/C=N/NC(=O)c1ccc(C)nc1` gave Pol iota inh -15%, POLB inh 43%, APE1 inh 23%, ERG-DNA inh -13%, Anesthetic bind -4%, ALOX12 inh 0%, BLM helicase inh -2%, Pol kappa inh 0% and TRHR agonist 1.0.
`CC(=O)Nc1c(-c2ccccc2)nc2ncccn12` gave Pol iota inh 33%[activator], POLB inh 26%, APE1 inh 1%, ERG-DNA inh 6%, Anesthetic bind 180%[activator], ALOX12 inh -7%, BLM helicase inh 1%, Pol kappa inh 16% and TRHR agonist 0.1.
Screening N#CCCN(Cc1cccnc1)C(=O)Nc1ccc(Cl)c(Cl)c1 returned Pol iota inh 13%, POLB inh -14%, APE1 inh -1%, ERG-DNA inh -3%, Anesthetic bind -8%, ALOX12 inh -17%, BLM helicase inh 3%, Pol kappa inh -2% and TRHR agonist 0.8.
Screening O=C(Nc1ccccc1C(=O)OCc1cc(=O)n2c3c(sc2n1)CCCC3)c1ccc(F)cc1 returned Pol iota inh 16%, POLB inh 5%, ERG-DNA inh 2%, Anesthetic bind 26%, ALOX12 inh 1%, BLM helicase inh 0%, Pol kappa inh -4%[60.1 µM] and TRHR agonist 0.5.
For COc1ccc(-c2csc(N(CCCN(C)C)C(=O)c3ccccc3Cl)n2)cc1 the results were Pol iota inh inconclusive, ERG-DNA inh -12%, ALOX12 inh 0% and Pol kappa inh 7%.
`CCOC(=O)c1c(NC(=O)c2ccco2)n(C2CCCCC2)c2nc3ccccc3nc12` gave Pol iota inh 30%, POLB inh 4%, APE1 inh -8%, Anesthetic bind 71%[activator], ALOX12 inh inconclusive, BLM helicase inh -11%, Pol kappa inh -12% and TRHR agonist 1.2.
CCOC(=O)C(CC)(CC)C(=O)/C=C/c1ccc(Br)cc1 was read as Pol iota inh 16%, POLB inh -21%, APE1 inh -4%, ERG-DNA inh -5%, Anesthetic bind inconclusive, ALOX12 inh 0%, BLM helicase inh -15%, Pol kappa inh -6% and TRHR agonist 0.5.
Screening Cc1cc(C)cc(OCC(=O)OCc2cc([N+](=O)[O-])cc3c2OCOC3)c1 returned Pol iota inh 5%, APE1 inh 13%, ERG-DNA inh 2%, ALOX12 inh -1% and Pol kappa inh -6%.
CCn1c(NC(=O)C2CCCCC2)nc2ccccc21 was read as Pol iota inh inconclusive, POLB inh -3%, APE1 inh 10%, ERG-DNA inh -9%, Anesthetic bind -9%, ALOX12 inh 0%, BLM helicase inh 3%, Pol kappa inh -1% and TRHR agonist 0.8.
O=C(Cc1cc(=O)[nH][nH]1)N/N=C/C(Cl)=C/c1ccccc1 was read as Pol iota inh 3.2µM*!, POLB inh 50µM*, APE1 inh -5%&-4%, ERG-DNA inh -6%&9%, Anesthetic bind inconclusive, ALOX12 inh inconclusive, BLM helicase inh -14%&-3%, Pol kappa inh -30%&-17% and TRHR agonist -0.3&-0.1.
Screening Cc1cc(C)cc(N(CC(=O)NCCc2ccc(Cl)cc2)S(=O)(=O)c2c(C)noc2C)c1 returned Pol iota inh 23%, POLB inh 16%, ERG-DNA inh 2%, Anesthetic bind -5%, ALOX12 inh -13%, BLM helicase inh 0%, Pol kappa inh -3% and TRHR agonist -0.2.
`COc1ccc(C(=O)Nc2ccc(-c3cc4ccccc4oc3=O)c(C)c2)cc1OC` gave Pol iota inh 12%, POLB inh -20%, ERG-DNA inh -2%, Anesthetic bind 54%[activator], ALOX12 inh -7%, BLM helicase inh -6%, Pol kappa inh -9% and TRHR agonist 1.2.
Screening O=C(Cc1ccccc1)N/N=C/c1ccc([N+](=O)[O-])s1 returned Pol iota inh -9%, POLB inh -1%, APE1 inh -3%, ERG-DNA inh -5%, Anesthetic bind inconclusive, ALOX12 inh 2%, BLM helicase inh 7%, Pol kappa inh 1% and TRHR agonist 0.1.
`C[C@H](Cc1ccccc1)Nc1ncnc2c1ncn2[C@@H]1O[C@H](CO)[C@@H](O)[C@H]1O` gave Pol iota inh 13%, APE1 inh 8%&2%, ERG-DNA inh 12%, Anesthetic bind -13%, ALOX12 inh 3%&0%, Pol kappa inh -9%[60.1 µM] and TRHR agonist 0.2.
For C/C(=N\NC(=O)COc1ccccc1-c1ccccc1)c1cccnc1 the results were Pol iota inh 72%[activator], POLB inh -4%, APE1 inh inconclusive, ERG-DNA inh 5%, Anesthetic bind -20%, ALOX12 inh 10%, BLM helicase inh -5%, Pol kappa inh -6% and TRHR agonist -1.0.
For O=[N+]([O-])c1ccc(-c2csc(N3CCc4ccccc4C3)n2)cc1 the results were Pol iota inh 20%, POLB inh 2%, APE1 inh 2%, ERG-DNA inh 15%, Anesthetic bind 1%, ALOX12 inh -27%, BLM helicase inh -3%, Pol kappa inh 5% and TRHR agonist -0.1.
`Cc1oc(-c2ccccc2F)nc1CS(=O)(=O)CC(=O)N1CCN(c2ccc(Cl)cc2)CC1` gave Pol iota inh 4%, POLB inh 1%, ERG-DNA inh 2%, Anesthetic bind 61%[activator], ALOX12 inh 0%, BLM helicase inh -12%, Pol kappa inh -19% and TRHR agonist 0.2.
For O=c1c2ccccc2nnn1CSc1nnc(-c2ccco2)o1 the results were Pol iota inh 12%, POLB inh 20%, APE1 inh -4%, ERG-DNA inh 6%, Anesthetic bind -20%, ALOX12 inh 0%, BLM helicase inh -3%, Pol kappa inh -18% and TRHR agonist 0.1.
Cc1coc2c(C)c3oc(=O)c4c(c3cc12)CCCC4 was read as Pol iota inh 10%, POLB inh 7%, APE1 inh -3%, ERG-DNA inh 4%, Anesthetic bind -11%, ALOX12 inh 0%, BLM helicase inh 0%, Pol kappa inh -15% and TRHR agonist -0.5.
Screening CCN1CCN(c2nc(-c3ccc(F)cc3)cc(=O)[nH]2)CC1 returned Pol iota inh 13%, POLB inh 17%, APE1 inh 17%, ERG-DNA inh -12%, Anesthetic bind -2%, ALOX12 inh inconclusive, BLM helicase inh 1%, Pol kappa inh -2% and TRHR agonist -0.3.
Screening CC1=C(C(=O)NCc2ccccc2)C(c2cc(Br)cc(Br)c2OC(C)C)NC(=O)N1 (stereo not drawn) returned Pol iota inh 11%, POLB inh -21%, APE1 inh 2%, ERG-DNA inh 2%, Anesthetic bind 5%, ALOX12 inh inconclusive, BLM helicase inh -5%, Pol kappa inh -13% and TRHR agonist 0.1.
For Cc1cc(C)cc(NC(=O)CSCc2cnn(-c3ccccc3)c2-n2cccc2)c1 the results were Pol iota inh 4%, POLB inh 5%, APE1 inh -11%, ERG-DNA inh -1%, Anesthetic bind 48%[activator], ALOX12 inh 0%, BLM helicase inh -20%, Pol kappa inh -10% and TRHR agonist 0.4.
Screening COc1ccc(C2=NN(C(=O)C(O)c3ccccc3)C(O)(C(F)(F)F)C2)cc1 (stereo not drawn) returned Pol iota inh 10%, POLB inh -2%, APE1 inh 31%, ERG-DNA inh -3%, Anesthetic bind -3%, ALOX12 inh 0%, BLM helicase inh -3%, Pol kappa inh -5% and TRHR agonist -0.8.
COc1ccc(-c2cc3ccc(OC)cc3cn2)cc1 was read as Pol iota inh 12%, APE1 inh 3%, ERG-DNA inh 2%, ALOX12 inh inconclusive, Pol kappa inh 0% and TRHR agonist 0.4.
`CC(=O)N1CCc2cc(S(=O)(=O)C(C)CC(=O)Nc3ccc(OC(F)(F)F)cc3)ccc21` (stereo not drawn) gave Pol iota inh 25%, POLB inh 6%, APE1 inh 28%, ERG-DNA inh 9%, Anesthetic bind -8%, ALOX12 inh 9%, BLM helicase inh -7%, Pol kappa inh 5% and TRHR agonist -0.4.
`COc1ccc(C(CNC(=O)CN(C)S(=O)(=O)c2ccc(C)cc2)N2CCCC2)cc1` (stereo not drawn) gave Pol iota inh -10%, APE1 inh 22%, ERG-DNA inh 8%, ALOX12 inh inconclusive and Pol kappa inh -5%.
For CCCc1nc(SCC(=O)Nc2nccs2)c2ccccc2n1 the results were Pol iota inh 73%[activator], POLB inh 21%, APE1 inh 38%, ERG-DNA inh -7%, Anesthetic bind 3%, ALOX12 inh -54%, BLM helicase inh -3%, Pol kappa inh 9% and TRHR agonist -0.5.
`Cc1cccc(N2CCN(C(=O)C3CCC(=O)N(Cc4ccccc4F)C3)CC2)c1C` (stereo not drawn) gave Pol iota inh 12%, POLB inh 2%, APE1 inh 46%, ERG-DNA inh -18%, Anesthetic bind -17%, ALOX12 inh 1%, BLM helicase inh -3%, Pol kappa inh 6% and TRHR agonist -0.4.

Some of the compounds tested. The share of hits here may be higher or lower than overall.
